JMJD2A Tudor = blocks the human JMJD2A Tudor domain; actives 4.4% (n = 390,000); Potency, µM (doses to about 114 µM), for the others: at the top dose activity change, negative = inhibition, most hits filed as inhibitors; AlphaScreen JMJD2A-Tudor / H3K4me3 peptide binding; O75164; also: potency is read from the fitted curve at half-maximal effect; % is scaled to controls: 0 for no effect and ±100 for the full control effect; nearly all actives have a fitted effect of over 50% in size
GLS inhibitor = inhibitors of human glutaminase (GLS) | O94925 | GLS enzymatic activity, qHTS titration | Potency, µM (series often up to 45.5 µM), for the others: at the top dose activity change, negative = inhibition, hits mostly inhibitors | actives 0.21% (n = 410,000) | AID 624170; also: potency is read from the fitted curve at half-maximal effect; % is scaled to controls: 0 for no effect and ±100 for the full control effect
Target sequence (O94925 whole entry, looked up): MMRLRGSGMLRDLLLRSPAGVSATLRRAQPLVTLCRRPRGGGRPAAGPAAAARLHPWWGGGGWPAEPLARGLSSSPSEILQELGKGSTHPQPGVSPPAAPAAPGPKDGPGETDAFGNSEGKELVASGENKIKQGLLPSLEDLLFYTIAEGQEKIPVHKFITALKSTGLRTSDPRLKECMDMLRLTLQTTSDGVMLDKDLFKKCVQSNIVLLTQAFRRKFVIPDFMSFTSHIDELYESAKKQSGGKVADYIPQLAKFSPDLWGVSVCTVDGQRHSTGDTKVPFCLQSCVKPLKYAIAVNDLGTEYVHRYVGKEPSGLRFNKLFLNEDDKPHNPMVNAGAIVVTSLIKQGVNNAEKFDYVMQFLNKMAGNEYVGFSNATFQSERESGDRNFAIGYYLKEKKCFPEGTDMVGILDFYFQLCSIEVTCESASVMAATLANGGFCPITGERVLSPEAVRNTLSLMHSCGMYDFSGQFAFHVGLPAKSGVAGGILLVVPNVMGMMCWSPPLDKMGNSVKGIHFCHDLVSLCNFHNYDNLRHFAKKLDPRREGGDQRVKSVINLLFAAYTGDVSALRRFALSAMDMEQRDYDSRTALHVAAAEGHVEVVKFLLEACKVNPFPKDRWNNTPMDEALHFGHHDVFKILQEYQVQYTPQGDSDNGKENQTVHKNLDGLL
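Two-point fluorescence kinetic (t0, 30 min RT) for hKGA; glutamate detected via glutamate oxidase–HRP–Amplex Red. Substrate: 1 mM L-glutamine solution; buffer 45 mM KH2PO4, pH 8.2.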
PI4K2A inh = blocks human PI4K2A kinase activity | actives 0.13% (n = 420,000) | activity change, negative = inhibition, % at 76.9 µM | Q9BTU6 | AID 1346378 | purified PI4K2A, ADP-Glo luminescence, 1 h; active compounds read low; in the data active = activity change below about -50%; inconclusive = mostly about -30% to -49%;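 also: -100% = wells without enzyme as full effect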
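PI4K2A activity was measured by ADP-Glo luminescence: enzyme (4 ug/mL stock) and phosphatidylinositol (1.2 mM stock) in Tris pH 7.5/MgCl2/EGTA/Triton X-100 buffer were reacted with ATP (300 microM stock) for one hour at ambient temperature.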
HP1b binding inh = inhibitors of HP1-beta chromodomain binding to methylated histone tails; AlphaScreen HP1-beta / biotin-H3K9me3 peptide binding; AID 540317; P83916; actives 0.56% (n = 390,000); Potency, µM (titrated, usually from 114 µM), for the others: at the top dose activity change, negative = inhibition, hits mostly inhibitors; also: potency is read from the fitted curve at half-maximal effect; nearly all actives have a fitted effect of over 70% in size; inactives centre near 23
Target sequence (P83916 whole entry, looked up): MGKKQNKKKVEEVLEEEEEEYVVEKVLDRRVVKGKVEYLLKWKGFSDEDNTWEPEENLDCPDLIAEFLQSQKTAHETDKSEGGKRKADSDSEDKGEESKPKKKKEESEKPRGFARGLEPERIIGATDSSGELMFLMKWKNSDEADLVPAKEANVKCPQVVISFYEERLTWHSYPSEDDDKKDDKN
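HP1-beta protein (50 nM final) preincubated 30 min at room temperature with biotinylated H3(1-18)K9me3 peptide (50 nM) in PBS pH 7.4, 0.01% Tween-20, then compound added for 30 min. AlphaScreen streptavidin donor/nickel chelate acceptor beads (10 ug/mL final), 30 min dark, luminescence read.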
Tb PGK inh = T. brucei PGK inhibition; AID 602233; PGK/GAPDH coupled, Kinase-Glo luminescence, 60 min; actives 0.043% (n = 380,000); P07378; Potency, µM (top dose mostly 57.5 µM), for the others: top-dose activity change, negative = inhibition, most hits filed as inhibitors; also: potency is read from the fitted curve at half-maximal effect; % is scaled to controls: 0 for no effect and ±100 for the full control effect; nearly all actives have a fitted effect of over 60% in size
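Recombinant glycosomal PGK reaction used 1,3-bisphosphoglycerate generated in-well by GAPDH (100nM final) in 100mM TEA pH 7.6, 5mM MgCl2, 0.01% Tween-20. After 60 minutes at room temperature, ATP was read by Kinase-Glo Plus luminescence end-point.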
G9a block = blocks human histone lysine methyltransferase G9a | Q96KQ7 | G9a H3K9 monomethylation, AlphaScreen, 2 h | Potency, µM (top dose mostly 102 µM), for the others: top-dose activity, negative = inhibition, most hits filed as inhibitors | actives 8.8% (n = 350,000); also: potency is read from the fitted curve at half-maximal effect; % is scaled to controls: 0 for no effect and ±100 for the full control effect; nearly all actives have a fitted effect of over 75% in size
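Step 1: enzyme (final 20 nM) with compound, 15 min RT. Step 2: substrate peptide 500 nM and SAM 20 uM, 2 h RT. Step 3: anti-H3K9me1 antibody and AlphaScreen beads, 10 min, then plate read.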
Pin1 inh = blocks the human prolyl isomerase Pin1; Q13526; Pin1 FP peptide displacement, HiFluor488, 10 min; Potency, µM (top dose mostly 115 µM), for the others: at the highest dose activity, negative = inhibition, hits mostly inhibitors; actives 0.009% (n = 390,000); AID 504891; active = well fitted inhibition curve with a large enough effect in the polarisation, with a control signal flat, not every such curve was filed as active; inconclusive = small, poorly fitted or top-dose-only effect, or effect the other way, or a change in a side signal; inactive = no such curve, though single readings can be large or run the other way; the % refers to the polarisation; also: potency is read from the fitted curve at half-maximal effect; % is scaled to controls: 0 for no effect and ±100 for the full control effect
Target sequence (Q13526 whole entry, looked up): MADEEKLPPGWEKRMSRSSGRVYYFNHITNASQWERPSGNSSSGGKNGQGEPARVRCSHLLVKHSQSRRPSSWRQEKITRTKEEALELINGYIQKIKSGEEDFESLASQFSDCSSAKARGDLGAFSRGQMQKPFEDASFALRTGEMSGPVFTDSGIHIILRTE
BAZ2B inh = BAZ2B (human) inhibition | AlphaScreen BAZ2B-H3K14Ac peptide displacement | Q9UIF8 | Potency, µM (top dose mostly 114 µM), without a hit: at the top dose activity change, negative = inhibition, most hits filed as inhibitors | actives 4.4% (n = 360,000); also: potency is read from the fitted curve at half-maximal effect; % is scaled to controls: 0 for no effect and ±100 for the full control effect; nearly all actives have a fitted effect of over 60% in size
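BAZ2B (50 nM) with biotin-H3(5-23)K14Ac peptide (50 nM) in PBS pH 7.4, 0.01% Tween-20, preformed 30 min, then compound 30 min at room temperature; top concentration 110uM. AlphaScreen streptavidin donor/nickel chelate acceptor beads (10 ug/mL final), 20 min dark, signal read.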
POLH inh = inhibitors of human DNA polymerase eta; Q9Y253; recombinant Pol eta, fluorescent DNA replication assay; Potency, µM (top dose mostly 114 µM), for the others: at the highest dose activity change, negative = inhibition, hits mostly inhibitors; actives 1.2% (n = 390,000); AID 588591; also: potency is read from the fitted curve at half-maximal effect; % is scaled to controls: 0 for no effect and ±100 for the full control effect
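Pol eta (10 nM) was preincubated with compounds for 15 min at room temperature, after which fluorescent replication substrate (50 nM final) was added to start the reaction. Fluorescence was read kinetically at 0 and 10 min.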
Numbers without * were called inactive; i = inactive; ? = inconclusive; . = not tested or not shown; [ ] = another dose, or the depositor's remark. Unless noted, calls follow the shape of the dose curve; as a rule, active = well fitted curve in the direction sought with a large enough effect; inconclusive = small, poorly fitted or top-dose-only effect, or another doubt; inactive = no such curve, though single readings can be large; an effect the other way counts as inactive or inconclusive. A portion of the library. The share of hits here may be higher or lower than overall.

The line under a structure holds: JMJD2A Tudor	GLS inhibitor	PI4K2A inh	HP1b binding inh	Tb PGK inh	G9a block	Pin1 inh	BAZ2B inh	POLH inh
- C[C@]12CC[C@@H]3c4ccc(O)cc4CC[C@H]3[C@@H]1CC[C@@H]2OC(=O)CCC(=O)O
→ -23%	12%	-4	17%	-10%	?	-11%	?	-14%
- O=C(CCn1c(=O)oc2ccccc21)N(Cc1ccccc1)c1ccccn1
→ -3%	1%	-5	24%	-9%	.	1%	.	-5%
- CCn1c(SCC(=O)NC(C)c2ccccc2)nc2ccccc21 (centres undefined)
→ ?	-8%	3	0%	i	13%[59 µM]	-14%	-4%	1%
- COC(=O)c1cc(NC(=O)c2cccc(F)c2)cc(C(=O)OC)c1
→ -10%	-6%	4	30%	-1%	-2%	1%	-2%	-6%
- COC(=O)c1sccc1NC(=O)c1ccco1
→ -11%	-26%	-7	13%	-8%	30%[12.7 µM]	14%	10%	-9%
- CCc1ccccc1NC(=O)Cn1c(=O)n(-c2ccccc2)c(=O)c2oc3ccccc3c21
→ -12%	-39%	3	31%	-3%	-32%[59 µM]	3%	-15%	3%
- COc1ccccc1CCNC(=O)C(=O)NCC1CCCN1S(=O)(=O)c1ccccc1 (centres undefined)
→ -9%	-12%	-1	54%[activator]	i	0%[0.501 µM]	21%	2%	-14%
- COc1ccc(F)cc1C(=O)C1CCCN(C(=O)CSc2ccccn2)C1 (centres undefined)
→ -5%	-5%	3	26%	4%	-31%	-2%	3%	-21%
- Cn1c(N)c(C(=O)COC(=O)[C@H](Cc2ccccc2)N2C(=O)c3ccccc3C2=O)c(=O)n(C)c1=O
→ -26%	-4%	-2	19%	-3%	1%	5%	-9%	-13%
- Nc1sc(-c2ccccc2)cc1C(=O)N/N=C/c1ccc(Cl)cc1
→ -28%	7%	-9	15%	-8%	-10%[59 µM]	24%	-21%	-22%
- N/C(=N\O)c1ccncc1
→ -6%	5%	-2	8%	2%	8%	-1%	-6%	0%
- O=C(CN1CCN(Cc2ccc(F)cc2Cl)C1=O)NCCCN1CCOCC1
→ -17%	-10%	-3	28%	i	-17%[59 µM]	6%	14%	-4%
- O=C(NC1CCCCCC1)C1CCC(CNS(=O)(=O)c2ccc(Br)s2)CC1 (centres undefined)
→ 4%	2%	2	29%	4%	22%	1%	-1%	-3%
- CCOc1ccc(C2=Nn3c(nnc3-c3ccccn3)SC2)cc1
→ 35µM*	-1%	9	46%[activator]	-2%	?	-4%	20µM*	-3%
- CCOc1ccc(N(C)S(=O)(=O)c2ccc3c(c2)C(C)(C)C(=O)N3C)cc1
→ 7%	2%	2	26%	-3%	9%[59 µM]	-1%	7%	-10%

Part of the list above, reformatted.
JMJD2A Tudor,GLS inhibitor,PI4K2A inh,HP1b binding inh,Tb PGK inh,G9a block,Pin1 inh,BAZ2B inh,POLH inh,SMILES
-17%,-10%,-3,28%,i,-17%[59 µM],6%,14%,-4%,O=C(CN1CCN(Cc2ccc(F)cc2Cl)C1=O)NCCCN1CCOCC1
-9%,-12%,-1,54%[activator],i,0%[0.501 µM],21%,2%,-14%,COc1ccccc1CCNC(=O)C(=O)NCC1CCCN1S(=O)(=O)c1ccccc1 (centres undefined)

Carrying on.
The line under a structure holds: JMJD2A Tudor	GLS inhibitor	PI4K2A inh	HP1b binding inh	Tb PGK inh	G9a block	Pin1 inh	BAZ2B inh	POLH inh
- O=C(COC(=O)CNS(=O)(=O)c1ccc(F)c(F)c1F)NC1CCCC1
→ -3%	0%	2	15%	-5%	-26%	-3%	-3%	-7%
- O=C(NC(=S)Nc1ccc(Br)cn1)c1cccs1
→ 0%	5%	-3	77%[activator]	.	-20%	9%	-6%	-5%
- Cc1nc2ccc(NC(=S)N3CCC(C)CC3)cc2nc1C
→ 2%	-1%	6	41%[activator]	1%	45µM*	6%	17%	-7%
- O=C1CC(N(C(=O)c2ccco2)c2cccc(Cl)c2)C(=O)N1c1cccc(Cl)c1 (centres undefined)
→ -16%	-3%	10	33%	-1%	?	-1%	-1%	-21%
- COC(=O)C1=C(N)Oc2cc(C)[nH]c(=O)c2C1c1cc(OC)c(OC)c(OC)c1 (centres undefined)
→ -12%[11.4 µM]	-12%	-3	-9%	-2%	16%[2.33 µM]	-4%	3%	-17%
- COc1ccc(N=Nc2cc(C)ccc2O)cc1
→ 25µM*	10%	-13	14µM*	-10%	?	3%	8.9µM*	-4%
- O=C1CCCc2c1[nH]c1ccccc21
→ -26%	0%	1	-1%	1%	?	0%	11%	-5%
- Cc1ccc(C)c(OCCSc2nc3ccccc3n2CC(=O)N2CCOCC2)c1
→ -30%	3%	-1	22%	-9%	?	1%	?	-19%
- Cc1nn(C)c(C)c1S(=O)(=O)N(CC(=O)Nc1ccc2c(c1)OCO2)c1ccc(C(C)C)cc1
→ -5%	-29%	-5	34%	i	21%[59 µM]	-1%	-3%	-5%
- Cc1cc(C)c(OCC(=O)N(Cc2ccc(N(C)C)cc2)Cc2ccco2)c(C)c1
→ 20µM*	5%	-1	?	.	13µM*	-3%	8.9µM*	.
- Cc1ccc(-n2c(=O)c3c4c(sc3n(CC(=O)Nc3ccccc3C)c2=O)CCCCC4)cc1C
→ -14%	1%	2	38%	8%	-38%[59 µM]	0%	2%	-8%
- CCCCSc1cc(=O)[nH]c(N)n1
→ -5%	-1%	6	30%	-3%	.	3%	1%	4%
- CCc1ccc(N(C(=O)c2csnn2)C(C(=O)NC2CCCCC2)c2cccnc2)cc1 (centres undefined)
→ ?	1%	-3	18%	-10%	-5%	0%	7%	-11%
- O=C(CCCOc1ccc(Cl)cc1)NCC1CCCO1 (centres undefined)
→ 1%	-2%	-4	28%	1%	0%[12.7 µM]	1%	15%	-5%
- Cc1cccc(N(Cc2cc3ccccc3[nH]c2=O)C(=O)c2cccc(Cl)c2)c1
→ -14%	-15%	1	9%	-7%	?	-6%	-9%	-12%
- C[C@H]1CN([C@@H](C)CO)C(=O)CCCn2nncc2CO[C@@H]1CN(C)C(=O)c1ccc2ccn(C)c2c1
→ .	-8%	-1	.	0%	.	.	.	-6%
- CC(C)c1ccc(NC(=O)C2CCCN(S(=O)(=O)c3ccc4c(c3)C(C)(C)C(=O)N4C)C2)cc1 (centres undefined)
→ -17%	6%	-3	45%[activator]	5%	.	2%	-6%	-14%
- COc1cccc(-c2noc(CCC(=O)NC3CCCC3)n2)c1
→ -1%	-11%	4	33%	i	?	-3%	-1%	-5%
- COc1ccc(OC)c(-n2cnnn2)c1
→ -6%	1%	1	35%	-6%	3%[59 µM]	-9%	10%	-3%
- CN(C(=O)c1ccc(-c2nn(C)c(=O)c3ccccc23)cc1)c1ccccc1
→ 1%	.	8	14%	7%	?	2%	-1%	-7%
- Cc1ccc(N2CC(NC(=O)c3ccc(S(=O)(=O)N4CCCC4)cc3)CC2=O)cc1C (centres undefined)
→ -2%	-3%	-1	28%	-26%	0%[59 µM]	-3%	1%	-24%
- COc1ccc(C(=O)N/N=C(\CCC(=O)O)c2ccc(C(C)(C)C)cc2)cc1OC
→ 5%	2%	1	34%	i	-25%	-1%	.	-17%
- Cc1cc(NC(=O)CCC(=O)N(c2cccc(F)c2)C(C(=O)NC2CCCC2)c2ccccc2)no1 (centres undefined)
→ -10%	11%	0	-7%	-9%	-14%[59 µM]	-1%	2%	-12%
- O=C(Nc1ccccc1N1CCCCC1)C1=COCCO1
→ 8%	16%	2	65%[activator]	-10%	18%[59 µM]	3%	10%	-17%
- Cc1ccc(NCC(=O)N/N=C/c2ccc(C(=O)O)cc2)cc1
→ -7%[11.4 µM]	38%[activator]	-1	35%	-2%	-23%	?	-13%	-9%
- O=C(NCc1ccccc1)C1CCCN(S(=O)(=O)c2ccc(-n3cnnn3)cc2)C1 (centres undefined)
→ -7%	0%	2	26%	6%	15%	10%	4%	-15%
- CCOC(=O)C1C(=O)CC(=O)CC1CC(C)SCC (centres undefined)
→ -2%	-3%	-2	32%	-8%	-13%[59 µM]	1%	5%	-15%
- CCCCN(CCCC)CCCN1CC(=O)N2[C@@H](Cc3c([nH]c4ccccc34)C2(C)C)C1=O
→ -16%	-2%	3	29%	6%	17%	4%	0%	-26%
- C#CCOCCOCCOCCNc1nc(N2CCN(C(=O)[C@H]([C@@H](C)CC)n3cc([C@@H](N)CO)nn3)CC2)nc(N2CCN(C(=O)[C@H](CCCCN)n3cc([C@@H](N)CC(C)C)nn3)CC2)n1
→ 50µM*	-3%	-3	44%[activator]	8%	?	3%	79µM*	-16%
- c1coc(CNCCCN2CCOCC2)c1
→ -11%	2%	-1	25%	i	-2%[59 µM]	-4%	-3%	-9%
- CCOc1ccc(NC(=O)Nc2ccc3c(c2)nnn3C)cc1
→ -10%	4%	-4	21%	.	-2%	0%	10%	-1%
- COCCn1nnnc1C(c1ccccc1)N1CCN(Cc2ccc3c(c2)OCO3)CC1 (centres undefined)
→ -13%	5%	-2	25%	-3%	?	-4%	?	1%
- CCOC(=O)N1CCC(NC(=O)c2ccc3c(c2)N(Cc2ccccc2)C(=O)c2ccccc2S3(=O)=O)CC1
→ -21%	5%	-2	24%	.	?	6%	-12%	.
